Screening results from PubChem BioAssay.
FAK blocker = FAK kinase inhibitors, primary screen, biochemical | AID 727, 2007 | biochemical FAK kinase activity assay | inhibition, %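 (tested at 7 µM)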 | Focal adhesion kinase 1 (Homo sapiens), Q05397 | 0.84% of 97,000 active; in the data active = inhibition above about 19%;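 note: 0% = DMSO and 100% = reference compound high control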
ERa coact inh = ERα–SRC-1 coactivator interaction inhibitors, primary screen, biochemical, TR-FRET, ERα LBD, estradiol-bound; Estrogen receptor (Homo sapiens), P03372; TR-FRET ER-alpha LBD / SRC-1 peptide; inhibition, % at 25.6 µM; 1.7% of 86,000 active; in the data active = inhibition above about 50%;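 note: 0% = receptor plus peptide control and 100% = peptide only without receptor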
LYP inh 2 = PTPN22 phosphatase inhibitors, primary screen, biochemical, DiFMUP fluorescence, 2 µM. Tyrosine-protein phosphatase non-receptor type 22 (Homo sapiens), Q9Y2R2. recombinant LYP catalytic domain. inhibition, % at 2 µM. 0.21% of 96,000 active;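 active = inhibition at 2 µM at or above a set limit, the screen mean plus 3 SD, cut at about 24% in these data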;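 note: 0% = DMSO with enzyme and 100% = enzyme fully blocked by orthovanadate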
Target sequence (Q9Y2R2 whole entry, looked up, the tested form may be a part): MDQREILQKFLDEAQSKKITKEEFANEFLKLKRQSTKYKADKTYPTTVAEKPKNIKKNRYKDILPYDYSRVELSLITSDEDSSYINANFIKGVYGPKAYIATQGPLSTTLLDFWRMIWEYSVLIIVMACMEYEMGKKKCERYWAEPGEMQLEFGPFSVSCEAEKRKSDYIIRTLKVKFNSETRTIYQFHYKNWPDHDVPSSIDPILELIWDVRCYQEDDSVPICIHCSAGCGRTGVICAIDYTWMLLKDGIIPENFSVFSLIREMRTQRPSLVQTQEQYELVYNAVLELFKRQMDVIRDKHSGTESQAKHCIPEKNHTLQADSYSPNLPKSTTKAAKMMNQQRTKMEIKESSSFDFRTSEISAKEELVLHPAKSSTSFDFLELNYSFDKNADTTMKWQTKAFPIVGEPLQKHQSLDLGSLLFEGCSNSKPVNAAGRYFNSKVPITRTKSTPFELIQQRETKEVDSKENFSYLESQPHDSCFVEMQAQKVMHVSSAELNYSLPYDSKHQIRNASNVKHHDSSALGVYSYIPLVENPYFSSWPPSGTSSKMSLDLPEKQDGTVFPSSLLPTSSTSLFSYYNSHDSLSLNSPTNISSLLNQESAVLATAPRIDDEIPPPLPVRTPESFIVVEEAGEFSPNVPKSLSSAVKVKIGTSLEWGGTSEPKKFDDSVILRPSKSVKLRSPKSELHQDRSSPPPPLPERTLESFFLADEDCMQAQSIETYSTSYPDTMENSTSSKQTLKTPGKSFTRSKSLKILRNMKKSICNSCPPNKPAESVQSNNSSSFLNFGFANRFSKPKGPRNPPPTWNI
PTPN22 act = LYP phosphatase activators, primary screen, biochemical, DiFMUP fluorescence, 2 µM. recombinant LYP; 0 = plate median, 100 = signal doubled. activation, % at 2 µM. 0.11% of 96,000 active;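 active = activation at 2 µM above a set limit, the mean plus 5 SD, cut at about 37% in these data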
cytoskel mod = modifiers of F-actin cytoskeleton organization, primary screen, imaging, HUVEC, phalloidin staining, high-content imaging; AID 836, 2007; HUVEC TNFa F-actin phalloidin imaging; inhibition, % at 2 µM; 0.18% of 91,000 active;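 active = inhibition above the batch mean plus 3 SD and confirmed as a hit by visual image inspection, cut at about 30% in these data, passing the limit was not always enough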; note: strong numbers were not always called active
IL1B cytotox = cytotoxicity in IL-1B stimulated HUVEC, primary screen, cytotoxicity control for IL-1B NFkB translocation project, imaging, Hoechst nuclear count, IL-1B stimulus | cell count reduction, % at 2 µM | HUVEC cell count loss | 0.41% of 94,000 active;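 active = cell count reduction more than 3 SD above the screen-wide mean, cut at about 70% in these data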;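 note: normalized per plate to untreated control cells as the no-loss baseline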
TNFa cytotox = cytotoxicity in TNFa-stimulated HUVEC, primary screen, cytotoxicity control for VCAM1 expression modulator project, imaging, Hoechst nuclei count; AID 848, 2007; cell count reduction, % at 2 µM; HUVEC TNFalpha-stimulated, Hoechst cell count; 0.17% of 93,000 active;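 active = cell count reduction exceeding the screen mean by over 5 SD, scaled to untreated wells per plate, cut at about 78% in these data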;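 note: cells counted after 24 h of TNF alpha exposure following the 1 h pretreatment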
Pyk2 oligo antag = antagonists of Pyk2 self-association, primary screen, Q293 cells, FERM NanoBiT luminescence, HTS | Protein-tyrosine kinase 2-beta (Homo sapiens), Q14289 | 0.83% of 99,000 active | stronger effect = lower value | z-score (the deposit names both 25 µM and 10 µM);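 active = Z-score of -3 or lower, scaled per plate to the spread of control and sample wells; inactive = z-score above -3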;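 note: negative z-score means lost luminescence so less FERM oligomerization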
VCAM1 TNFa inh = inhibitors of TNFa-induced VCAM1 expression, primary screen, imaging, HUVEC, TNFa stimulus, immunofluorescence. inhibition, % at 2 µM. 0.48% of 95,000 active. HUVEC TNFa-induced VCAM-1 immunofluorescence, high-content imaging;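 active = inhibition above the batch mean plus 3 SD, with images confirmed as a hit by eye, cut at about 37% in these data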;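 note: 0% = TNF-stimulated DMSO wells and 100% = unstimulated control wells; not every result past the cut was called active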
Numbers without * were called inactive; / = not tested or not shown; [ ] = another dose, or the depositor's remark.

Below each SMILES – FAK blocker | ERa coact inh | LYP inh 2 | PTPN22 act | cytoskel mod | IL1B cytotox | TNFa cytotox | Pyk2 oligo antag | VCAM1 TNFa inh
1	O=C(OCC(=O)c1cccs1)c1cccc(C(=O)OCC(=O)c2cccs2)n1
 : -4 | / | 1 | 2 | 15 | -43 | -15 | 0.69 | 4
2	O=C(C=C1SCCS1)/C=C/c1ccco1
 : 6 | / | 2 | 2 | 8 | 15 | 6 | 0.74 | -5
3	Cc1ccc(SCC(=O)NCc2ccco2)cc1
 : 3 | -24 | -3 | -2 | -14 | -14 | -22 | 0.41 | -4
4	COc1ccc(CNC(=O)c2cccc(N3CCCC3=O)c2)cc1
 : -2 | 1 | 4 | -4 | -7 | 12 | 10 | 1.4 | 13
5	CCOc1ccc(Cl)cc1/C=N/O
 : 12 | 0 | -8 | 5 | 3 | 6 | -9 | -0.13 | 12
6	O=S(=O)(c1cccc(-c2nc3ccccc3s2)c1)N1CCOCC1
 : -1 | -1 | -3 | 5 | -1 | -168 | -28 | -1.6 | -8
7	CN(C)CCNS(=O)(=O)c1ccc(Cl)cc1
 : -7 | -11 | 2 | 3 | 11 | -22 | 13 | -0.36 | 17
8	CC1CCCCN1CC(=O)Nc1sc2c(c1C#N)CCC2 (configuration not stated)
 : -2 | 46[fluorescence artefact?] | 6 | -6 | / | -2 | -32 | -0.29 | 24
9	CN=c1scc(C)n1/N=C/c1ccc2c(c1)OCO2
 : 0 | 0 | -9 | 8 | -8 | 6 | 1 | 0.64 | -14
10	COc1ccc(S(=O)(=O)N2CCC(C(=O)N3CCCCC3)CC2)cc1OC
 : -6 | -36 | -1 | -1 | -3 | -18 | -16 | 2 | -28
11	O=C(O)Cn1c(P(=O)(O)c2ccccc2)nc2ccccc21
 : 14 | 7[fluorescence artefact?] | 1 | -4 | 9 | 0 | -2 | 0.04 | 24
12	COc1cccc(-n2c(=O)[nH]cc(C(=O)Nc3ccc4c(c3)OCCO4)c2=O)c1
 : 3 | 19 | 0 | 0 | 7 | 17 | 2 | / | 8
13	CCOC(=O)N1CCC(NC(=O)CSCc2cnn(-c3ccccc3)c2-n2cccc2)CC1
 : -4 | / | -4 | 3 | -6 | -5 | -19 | 0.48 | -9
14	CN(C)C(=O)NC(Nc1ccc(Cl)cc1Cl)C(Cl)(Cl)Cl (configuration not stated)
 : 0 | / | 2 | -4 | -7 | -13 | -21 | -1.3 | 0
15	CCc1noc(C)c1C(=O)N1CC(C)OC(C)C1 (configuration not stated)
 : 8 | -32 | -1 | 0 | 19 | 0 | -4 | 0.59 | 5
16	CCCNS(=O)(=O)c1ccc(CCC(=O)N2CCN(CC)CC2)cc1
 : 1 | 3[fluorescence artefact?] | -7 | 9 | 2 | -11 | 0 | 1.7 | -14
17	CCOC(=O)c1c(C)[nH]c(C(=O)COC(=O)C2(C)CC2(Cl)Cl)c1C (configuration not stated)
 : 0 | 6[fluorescence artefact?] | -6 | 7 | / | -6 | 1 | -1.6 | 20
18	O=C(c1ccccc1CCc1ccccc1)N1CCOCC1
 : -1 | -38 | -11 | 9 | 17 | -3 | -10 | 0.22 | 17
19	Cc1cc(C(=O)O)c(CSCc2cc(C(=O)O)oc2C)o1
 : -3 | 7[fluorescence artefact?] | -3 | 5 | -12 | -3 | 9 | 1.1 | -18
20	CCOC(=O)c1cnc(Nc2nc3ccccc3o2)nc1C
 : -1 | -2 | 6 | -4 | 6 | -1 | -6 | 2 | -24

Values by screen from the list.
VCAM1 TNFa inh for nos. 14 to 19: 0, 5, -14, 20, 17, -18

Continuation:
Below each SMILES – FAK blocker | ERa coact inh | LYP inh 2 | PTPN22 act | cytoskel mod | IL1B cytotox | TNFa cytotox | Pyk2 oligo antag | VCAM1 TNFa inh
21	COc1ccc2nc(NC(=O)c3cccc(S(=O)(=O)N4CCOCC4)c3)sc2c1
 : -7 | -3 | -3 | 5 | / | -2 | / | -1.4 | /
22	Cc1cc2c(c(=O)n1Cc1cccnc1)C(c1cccs1)C(C#N)=C(N)O2 (configuration not stated)
 : -1 | 5 | -1 | 1 | -39 | 24 | -4 | -0.99 | 13
23	CCCCNC(=O)C1CC(=O)N(c2ccc(OC)cc2)C1c1ccc(OC)cc1 (configuration not stated)
 : -1 | -2 | -3 | 4 | 11 | -13 | -5 | 0.35 | 5
24	CC1CCc2c(sc(NC(=O)c3ccc(Cn4cc([N+](=O)[O-])cn4)o3)c2C#N)C1 (configuration not stated)
 : 19 | 61* | 25* | -22 | 31 | -8 | -7 | -0.58 | 11
25	Cc1cc(C)nc(SCc2n[nH]c(=S)n2C)n1
 : 0 | / | 13 | -11 | -34 | -66 | -19 | 0.76 | -2
26	O=C(C1CC(c2ccc(F)cc2)=NO1)N1CCc2ccccc2C1 (configuration not stated)
 : -3 | -5 | -13 | 9 | -8 | -10 | -12 | / | 4
27	CCCn1c(-c2cccs2)nc2nc3ccccc3nc21
 : 6 | -10 | 12 | -9 | 17 | -22 | -2 | -2.3 | 12
28	COc1nc(N)c(S(=O)(=O)c2ccc(C)cc2)cc1C#N
 : 1 | / | 2 | 1 | -44 | -29 | -2 | -0.82 | -2
29	Cc1ccc2c(c1)nnn2C1CCN(CC(=O)c2ccc(Cl)cc2)CC1
 : -1 | -3 | -5 | 2 | 0 | -6 | -5 | -0.47 | -2
30	CCOc1ccc(C2C(C(=O)c3ccco3)=C(O)C(=O)N2Cc2cccnc2)cc1OC (configuration not stated)
 : 5 | 4 | -27 | 21 | -11 | -2 | -15 | -0.37 | 12
31	Cc1c(NC(=O)CSC2=C(C#N)C(c3ccccc3F)CC(=O)N2)c(=O)n(-c2ccccc2)n1C (configuration not stated)
 : -4 | 7[fluorescence artefact?] | -3 | 1 | 7 | -3 | -22 | -0.35 | 7
32	Cc1ccc(NC2=Nc3ccccc3N3C2=Nc2c(c(C)nn2-c2ccccc2)C3c2ccc(O)c(O)c2)cc1 (configuration not stated)
 : -2 | 2 | 13 | -11 | 2 | -3 | -16 | -2.2 | 5
33	Cc1ccc(CS/C(Nc2ccccc2C)=C(\C#N)C(=O)NCc2ccco2)c(C)c1
 : 2 | -4 | 8 | -5 | -4 | -6 | -4 | 0.63 | -6
34	Cc1cc(NS(=O)(=O)c2ccc(NC(=S)NC(=O)c3ccc(Cl)cc3Cl)cc2)no1
 : -4 | / | -1 | -2 | 4 | 28 | -16 | -0.54 | 13
35	CCn1c(SCC(=O)c2[nH]c(C)c(C(C)=O)c2C)nnc1-c1ccncc1
 : 5 | 24 | -4 | 4 | -1 | -18 | -26 | 0.18 | -1
36	COc1ccc(NC(=S)NC(NC(=O)/C=C/c2ccccc2)C(Cl)(Cl)Cl)cc1 (configuration not stated)
 : -3 | / | -7 | 12 | -5 | -88 | -34 | -1.9 | -2
37	COc1cccc(C(=O)Nc2ccc(N3CCN(S(C)(=O)=O)CC3)cc2)c1
 : 2 | 6[fluorescence artefact?] | -1 | 0 | -2 | -78 | -18 | 0.08 | 2
38	CCCOC(=O)c1ccc(-n2nnnc2SCC(=O)N2CCCCC2)cc1
 : 3 | 3 | -12 | 9 | -16 | -13 | -6 | -0.14 | -3
39	Cc1ccc(S(=O)(=O)Oc2ccc(/C=N/NC(=O)c3nn(C)cc3Cl)cc2)cc1
 : 1 | -3 | 2 | -3 | 7 | -38 | -25 | -1.9 | -32
40	COC(=O)c1ccc(CN(c2ccc(C)cc2)S(=O)(=O)c2ccc3c(c2)OCCO3)o1
 : 3 | -2 | 9 | -9 | 8 | 6 | -5 | -3.3* | -9
41	COc1ccc(S(=O)(=O)Nc2ccc3c(c2)OCO3)cc1OC
 : 3 | -36 | -1 | -2 | 11 | 15 | -5 | -1.1 | 2
42	O=C(CSc1nnc(C2CCCCC2)n1-c1ccccc1)NCc1ccco1
 : 5 | 8 | 1 | -3 | -22 | 20 | 9 | 0.37 | 18
43	CCOC(=O)c1cc(-c2ccc(Cl)cc2)nc2c1c(C)nn2CCC#N
 : 5 | 1 | -4 | 1 | -1 | -13 | -3 | -0.71 | 1
44	CCS(=O)(=O)Nc1ccc(NC(C)=O)cc1
 : 0 | / | 9 | -6 | 3 | 2 | 3 | -0.15 | 18
45	COc1ccc(S(=O)(=O)N(CC(=O)N/N=C/c2cccs2)c2ccc(C)cc2)cc1OC
 : 0 | / | 7 | -4 | 0 | 6 | 0 | -2.5 | 16
46	CCn1cc(C(=O)Nc2ccc(OC)c(OC)c2)c2cc(OC)c(OC)cc2c1=O
 : 1 | -10 | -3 | 3 | -1 | 2 | -18 | -0.14 | 4
47	COC(=O)c1cnc2ccccc2n1
 : 3 | 12[fluorescence artefact?] | 6 | 0 | -5 | -16 | -8 | 0.13 | 10
48	Cc1cccc(C(=O)Nc2ccccc2-c2nnn(CC(=O)Nc3ccc4c(c3)OCCO4)n2)c1
 : -3 | / | 1 | 3 | -17 | 30 | -3 | -2.5 | -5
49	O=C(O)COc1ccccc1O
 : 2 | -7[fluorescence artefact?] | 1 | -2 | 25 | 41 | -14 | 1.2 | 8
50	CC1(C)CC(=O)c2cc(OCC(=O)NCCN3CCOCC3)ccc2O1
 : -1 | 1 | -4 | 2 | 10 | -16 | 2 | 0.4 | 9

The closing 2 records of the part above lead into the next.
Below each SMILES – FAK blocker | ERa coact inh | LYP inh 2 | PTPN22 act | cytoskel mod | IL1B cytotox | TNFa cytotox | Pyk2 oligo antag | VCAM1 TNFa inh
49	O=C(O)COc1ccccc1O
 : 2 | -7[fluorescence artefact?] | 1 | -2 | 25 | 41 | -14 | 1.2 | 8
50	CC1(C)CC(=O)c2cc(OCC(=O)NCCN3CCOCC3)ccc2O1
 : -1 | 1 | -4 | 2 | 10 | -16 | 2 | 0.4 | 9
51	Cc1ccc(CS(=O)(=O)Cc2ccc(C(=O)NCC3CCCO3)o2)cc1 (configuration not stated)
 : -1 | / | -5 | 4 | 6 | -29 | 2 | 0.52 | 8
52	CN(Cc1nc(-c2cccnc2)no1)S(=O)(=O)c1ccc(Br)cc1
 : -1 | 2 | -1 | 5 | 7 | -11 | -28 | -0.11 | 24
53	O=C(CSc1ccsc1[N+](=O)[O-])NCCc1ccccc1
 : -1 | -3 | -1 | 2 | -6 | 6 | -4 | -1.2 | 12
54	CCOC(=O)C(C(=O)Nc1cccc(C)n1)C1CCCCC1 (configuration not stated)
 : 0 | 24 | 6 | -8 | 8 | -8 | -6 | -0.61 | -6
55	Cc1nnc(NC(=O)Cn2c(=O)sc3ccccc32)s1
 : 1 | / | -4 | 1 | -16 | -10 | -9 | / | 6
56	COc1ccccc1NS(=O)(=O)c1ccc2oc(SC3CCOC3=O)nc2c1 (configuration not stated)
 : -1 | 7[fluorescence artefact?] | 5 | -6 | -6 | 16 | -4 | -0.41 | -29
57	O=C(NCc1ccc2c(c1)OCO2)c1cccc(F)c1
 : 3 | -13 | -7 | 5 | 25 | 14 | -14 | 0.18 | 2
58	CO/N=C/c1cc([N+](=O)[O-])ccc1Sc1ccc(C)cc1
 : 0 | / | 0 | -2 | 6 | -2 | -18 | 0.74 | 10
59	COC(=O)C(C(=O)Nc1cccc(C)n1)C1CCCCCC1 (configuration not stated)
 : -13 | 6[fluorescence artefact?] | -7 | 7 | -6 | 18 | 9 | 0.01 | 4
60	CCN(CC)S(=O)(=O)c1c(Br)cc(C)cc1Br
 : 1 | -5 | 10 | -10 | -11 | -3 | 8 | 0.4 | -3
61	FC(F)(F)c1ccc(N2CCN(c3cc(-c4ccccc4)nc4ncnn34)CC2)nc1
 : -1 | / | 13 | -15 | 15 | 0 | -27 | -1.6 | 0
62	Fc1cccc(Nc2nc3ccccc3n3nnnc23)c1
 : 2 | -7 | -7 | 3 | 3 | -4 | -20 | / | 5
